LDHA inh: inhibitors of human lactate dehydrogenase A. P00338. purified LDHA, NADH/diaphorase-resazurin fluorescence; stronger effect = lower value. AID 1347041. activity change, % (values are at about 110 or 230 µM). actives 0.15% (n = 480,000); in the data active = activity change below about -30%; inconclusive = mostly about -25% to -30%;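 also: plate controls were DMSO wells for no effect and wells without enzyme for full effect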
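LDH5 2 nM; NADH 0.06 mM, pyruvate 0.2 mM; 200 mM Tris pH 7.4, EDTA, Tween-20; 5 min RT. Detection: diaphorase 0.133 mg/mL + resazurin 37 µM, fluorescence ex540/em590 at 0 and 20 min; normalized to enzyme-free and DMSO wells.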
Vif-A3F inh: inhibitors of Vif-A3F interaction; HeLa A3F-eYFP + Vif (tagged APOBEC3F with the HIV-1 protein that degrades it), YFP fluorescence increase; Potency, µM (titrated, usually from 46.1 µM), inactives show at the top dose activity, negative = active; actives 0.2% (n = 390,000); AID 602313; also: potency is read from the fitted curve at half-maximal effect; % of control where 0% means no effect; nearly all actives have a fitted effect of over 65% in size
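HeLa cells stably expressing A3F-eYFP plus Vif, plated and incubated overnight at 37 deg C, then exposed to compounds overnight at 37 deg C. Blocked degradation read as raised yellow fluorescence (Ex 488/Em 500-530).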
GRP78 ERSR act: ER stress response induction in glioma | actives 0.02% (n = 420,000) | U87-MG GRP78 promoter luciferase reporter, 16 h | Potency, µM, inactives show top-dose activation, hits mostly activators; also: potency is read from the fitted curve at half-maximal effect; series mostly up to about 76 µM; % of control where 0% means no effect; nearly all actives have a fitted effect of over 35% in size
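ERSR induction read as luciferase luminescence (Bright-Glo, 10 min at room temperature) in stably transfected human U87-MG glioma cells exposed to compounds for 16 h, using GRP78 as sensor.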
RGS4 inh: human RGS4 inhibition. Potency, µM (series often up to 114 µM), for inactives: at the highest dose activity change, negative = inhibition, hits mostly inhibitors. actives 0.039% (n = 390,000). P49798. Transcreener GDP fluorescence polarization, RGS4-accelerated GTP hydrolysis; also: potency is read from the fitted curve at half-maximal effect; % is scaled to controls: 0 for no effect and ±100 for the full control effect; nearly all actives have a fitted effect of over 75% in size; some results filed as inactive show a strong effect at the top dose
Target sequence (P49798 whole entry, looked up): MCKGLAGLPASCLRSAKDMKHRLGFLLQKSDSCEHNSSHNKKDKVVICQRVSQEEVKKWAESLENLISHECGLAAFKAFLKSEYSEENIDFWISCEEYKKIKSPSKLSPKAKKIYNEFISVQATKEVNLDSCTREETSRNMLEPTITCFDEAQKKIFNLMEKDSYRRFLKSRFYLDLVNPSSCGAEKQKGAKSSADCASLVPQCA
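MLSMR compounds (23 nl, pin-transferred) preincubated 10 min at room temperature with a 500nM (2x) first reagent, then RGS4 at 900nM (2x) plus Transcreener GDP mix added; fluorescence polarization (620/688 nm) read before and after 90 min at 30 °C.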
TrxR1 substrate: is turned over as a substrate by rat TrxR1 | purified TrxR1 substrate turnover, NADPH consumption readout | Potency, µM (series often up to 114 µM), inactives show at the top dose activity change, negative = substrate turnover | actives 0.01% (n = 390,000); also: potency is read from the fitted curve at half-maximal effect; % is scaled to controls: 0 for no effect and ±100 for the full control effect; nearly all actives have a fitted effect of over 50% in size
Target sequence (O89049 whole entry, looked up): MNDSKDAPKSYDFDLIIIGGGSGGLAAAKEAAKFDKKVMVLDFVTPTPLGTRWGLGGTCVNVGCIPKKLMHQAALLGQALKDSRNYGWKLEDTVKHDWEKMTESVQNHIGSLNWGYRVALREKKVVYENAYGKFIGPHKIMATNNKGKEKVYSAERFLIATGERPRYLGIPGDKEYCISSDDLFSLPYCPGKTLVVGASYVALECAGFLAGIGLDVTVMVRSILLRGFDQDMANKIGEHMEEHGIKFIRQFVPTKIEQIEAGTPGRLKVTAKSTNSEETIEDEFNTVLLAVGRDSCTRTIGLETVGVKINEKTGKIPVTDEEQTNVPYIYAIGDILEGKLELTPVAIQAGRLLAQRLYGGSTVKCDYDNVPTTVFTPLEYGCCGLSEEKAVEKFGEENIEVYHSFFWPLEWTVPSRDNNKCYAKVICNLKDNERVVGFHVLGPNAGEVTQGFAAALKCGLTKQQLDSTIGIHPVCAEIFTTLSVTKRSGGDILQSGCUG
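Rat TrxR1, dispensed at 90 nM, was prereduced with 400 uM NADPH (final) for 5 min at ~22 deg C, then incubated with compound 15 min before 400 uM selenite. A first-read NADPH fluorescence drop versus no-compound background flagged substrates.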
TrxR1 inh: rat TrxR1 inhibition | O89049 | recombinant rTrxR1, NADPH fluorescence consumption, selenite substrate | Potency, µM (highest dose often 114 µM), without a hit: at the top dose activity change, negative = inhibition, actives largely listed as inhibitors | actives 1% (n = 390,000) | AID 588453; also: potency is read from the fitted curve at half-maximal effect; % is scaled to controls: 0 for no effect and ±100 for the full control effect; nearly all actives have a fitted effect of over 65% in size
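Rat TrxR1 (90 nM in the dispensed reagent) was pre-reduced with 400 uM NADPH for 5 min at room temperature, then incubated with compound for 15 min. After 400 uM selenite was added, NADPH fluorescence (Ex 340/Em 450 nm) was followed for 8 min.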
IDH1 R132H inh: human IDH1 R132H inhibition; O75874; IDH1-R132H enzyme, NADPH consumption, diaphorase/resazurin fluorescence; Potency, µM (series often up to 76.6 µM), for the others: at the top dose activity change, negative = inhibition, actives largely listed as inhibitors; actives 0.093% (n = 390,000); AID 602179; also: potency is read from the fitted curve at half-maximal effect; % is scaled to controls: 0 for no effect and ±100 for the full control effect; nearly all actives have a fitted effect of over 65% in size
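IDH1-R132H (0.5 ug/mL dispensed) in pH 7.5 Tris buffer was preincubated 30 min with compound, then given a substrate mix of 0.016 mM NADPH and 2 mM alpha-KG for 80 min at room temperature; remaining NADPH was read by diaphorase/resazurin fluorescence.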
Vif-APOBEC3G blk: inhibitors of Vif-APOBEC3G interaction. HeLa A3G-eYFP + Vif (tagged APOBEC3G with the HIV-1 protein that degrades it), YFP fluorescence, overnight. actives 0.076% (n = 410,000). Potency, µM (top dose mostly 46.1 µM), for inactives: at the highest dose activity, negative = active, hits mostly inhibitors;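 also: potency is read from the fitted curve at half-maximal effect; % is scaled to controls: 0 for no effect and ±100 for the full control effect; nearly all actives have a fitted effect of over 60% in size; hits raise eYFP signal because A3G escapes Vif-driven loss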
Target sequence (Q9HC16 whole entry, looked up): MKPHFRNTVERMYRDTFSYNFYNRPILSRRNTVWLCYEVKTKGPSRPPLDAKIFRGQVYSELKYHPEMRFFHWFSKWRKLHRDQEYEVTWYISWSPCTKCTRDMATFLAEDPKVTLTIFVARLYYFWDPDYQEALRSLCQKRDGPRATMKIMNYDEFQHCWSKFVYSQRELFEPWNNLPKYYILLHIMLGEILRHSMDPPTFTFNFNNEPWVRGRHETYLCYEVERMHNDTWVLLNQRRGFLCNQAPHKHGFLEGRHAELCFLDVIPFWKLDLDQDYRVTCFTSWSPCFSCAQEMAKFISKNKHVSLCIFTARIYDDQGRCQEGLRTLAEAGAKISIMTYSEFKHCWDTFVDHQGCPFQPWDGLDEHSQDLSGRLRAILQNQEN
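HeLa cells stably expressing Vif and C-terminally eYFP-tagged A3G, seeded overnight at 37 deg C, then exposed to compound by pintool overnight at 37 deg C. Rise in yellow fluorescence (Ex 488/Em 500-530, Acumen) marks blocked Vif-driven A3G degradation.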
USP1 inh: inhibitors of human USP1/UAF1 deubiquitinase. O94782. recombinant USP1/UAF1, Ub-Rhodamine cleavage fluorescence. Potency, µM (doses to about 57.1 µM), without a hit: at the highest dose activity change, negative = inhibition, usual class: inhibitors. actives 0.23% (n = 390,000). AID 743255; also: potency is read from the fitted curve at half-maximal effect; % is scaled to controls: 0 for no effect and ±100 for the full control effect; nearly all actives have a fitted effect of over 60% in size; inactives centre near -12
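1 nM enzyme complex + cpd, 15 min RT; start with Ub-Rho 150nM final; kinetic fluorescence ex 480/em 540, 6 reads q60 s. Buffer 50mM HEPES pH 7.8, 0.5mM EDTA, 0.1 mg/ml BSA, 1mM TCEP, 0.01% Tween-20.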
The depositor's hits bear a star; ? = inconclusive; . = no result given; [ ] = dose if it differs, or a comment. Unless noted, calls follow the shape of the dose curve; as a rule, active = well fitted curve in the direction sought with a large enough effect; inconclusive = small, poorly fitted or top-dose-only effect, or another doubt; inactive = no such curve, though single readings can be large; an effect the other way counts as inactive or inconclusive.

Each structure is followed by: USP1 inh	IDH1 R132H inh	Vif-A3F inh	GRP78 ERSR act	TrxR1 inh	LDHA inh	TrxR1 substrate	Vif-APOBEC3G blk	RGS4 inh
- CCC(CC)NCC(O)COc1ccc(Br)cc1 (stereo not given)
    -3%	1%	-1%	-4%	27%[57.1 µM]	?	9%[57.1 µM]	0%	22%
- COc1ccc(-c2cn3c(n2)sc2cc(C(=O)NCC(C)c4ccccc4)ccc23)cc1 (stereo not given)
    -2%	-7%	-8%	3%	14%	0	-2%[11.4 µM]	-12%	-18%
- COCCCNC(=S)N(CCO)Cc1cc2cc3c(cc2[nH]c1=O)OCO3
    -14%	0%	-7%	-1%	-8%	3	57%[activator]	1%	?
- CCc1ccccc1NC(=O)CSc1nc2ncccc2o1
    -16%	4%	-4%	1%	20%[57.1 µM]	-3	-2%[57.1 µM]	3%	4%
- Cc1c(CN2CCC(CO)(Cc3ccccc3)CC2)c2ccccc2n1C
    1%	2%	-9%	-5%	-6%	-11	-2%	3%	-6%
- O=C1Cc2c(-c3ccccc3)cc(-c3cccc(Cl)c3)nc2-c2ccccc2N1
    2%	1%	-7%	2%	-10%	-2	-4%	2%	-26%
- COc1ccccc1NC(=O)c1cc(Br)ccc1Cl
    -12%	7%	0%	0%	4%[57.1 µM]	-7	7%[57.1 µM]	-5%	-19%
- COc1ccccc1NS(=O)(=O)c1ccc(N2CCOCC2)c(N)c1
    -4%	1%	6%	-6%	-6%	-3	-11%	2%	1%
- Cc1ccc2oc(C(=O)NCC(c3ccco3)N(C)C)c(C)c2c1 (stereo not given)
    -10%	-2%	8%	-2%	23%	-9	1%	1%	16%
- CCOc1ccc(OCCC(=O)OCC(=O)N2CCN(S(=O)(=O)c3ccc(C)cc3C)CC2)cc1
    -12%	6%	4%	-5%	-10%	-2	1%	-1%	-31%
- O=C1C2C3C=CC(C3)C2C(=O)N1Cc1ccccc1 (stereo not given)
    -14%	7%	6%	-4%	11%	1	4%	-1%	0%
- CCOC(=O)c1c(NC(=O)COC(=O)c2ccc(Cl)nc2)sc(C(=O)N(C)C)c1C
    -12%	2%	6%	-5%	-1%	-4	-7%	-4%	6%
- COc1ccc(C(=O)Nc2cc(S(=O)(=O)N3CCCC3)ccc2Cl)cc1
    -2%	-5%	1%	-5%	8%	-6	-5%	1%	8%
- CCc1cc2c(=O)n(CCCOC)c(SCC(=O)Nc3oc(C)c4c(C)n[nH]c(=O)c34)nc2s1
    -23%	0%	-4%	-1%	-2%	5	-1%	0%	1%
- Cc1cccc(C)c1NC(=O)CSc1nnc([C@H](C)NC(=O)OC(C)(C)C)o1
    -12%	-1%	-10%	-3%	6%[57.1 µM]	-4	3%[57.1 µM]	1%	17%
- O=C(CCN1C(=O)S/C(=C\c2ccccc2)C1=O)Nc1ccc(S(=O)(=O)Nc2nccs2)cc1
    -10%	?	0%	-1%	-17%	-4	-11%	-10%	-29%
- CC(C)C(NC(=O)c1ccccc1)C(=O)N1CCCCCC1 (stereo not given)
    -11%	-9%	-13%	-2%	12%	-12	4%	5%	4%
- CN(C(=O)c1cccc(NC(=O)c2ccco2)c1)c1ccccc1
    -21%	1%	4%	-4%	10%	-7	2%[11.4 µM]	5%	1%
- COc1cc(/C=C2\SC(=S)N(N(C)c3ccccc3)C2=O)ccc1O
    -5%	-2%	-14%	-3%	10%	-3	3%	-9%	8%
- CCCCNC(=O)c1ccc(CS(=O)(=O)c2cccc(C(F)(F)F)c2)o1
    -8%	5%	2%	-3%	-19%	0	1%	1%	-9%
- CCC(C)c1ccc2oc(-c3ccc(NC(=O)Cn4cnc5c(=O)n(C)c(=O)n(C)c54)cc3)nc2c1 (stereo not given)
    -21%	-6%	4%	1%	43%[activator]	-9	59%[activator]	-2%	-38%[56.9 µM]
- CCCCNC(=O)CCCn1c(=O)c2ccccc2n(Cc2ccccc2C)c1=O
    -15%	14%	-3%	-3%	15%	-2	8%	-1%	1%
- COc1ccc2c(C)cc(=O)oc2c1C
    1%	6%	-12%	-2%	-18%	-6	93%[activator]	-6%	4%
- CCOC(=O)c1sc(/N=C/c2ccc(O)cc2O)cc1C
    0%	11%	-1%	-2%	?	6	?	-4%	-9%
- C[C@]12C=CC(=O)C=C1CC[C@@H]1C2C(O)C[C@@]2(C)C1CC[C@]2(O)C(=O)COC(=O)CCC(=O)NC(CC(=O)O)C(=O)O (stereo not given in full)
    -2%	-2%	1%	-4%	2%	-2	-4%	-1%	26%
- CCCCC(=O)NC(=S)Nc1ccc(NC(=O)C(C)C)c(OC)c1
    -10%	3%	1%	-4%	?	-4	8%[57.1 µM]	0%	-25%
- CCC(=O)NC(c1cccs1)c1cc(Cl)c2ccccc2c1O (stereo not given)
    .	.	-9%	-2%	24%[57.1 µM]	47	10%[57.1 µM]	-25%	-14%
- CCCC(=O)Nc1ccc(-c2nc3ncccc3o2)cc1
    -7%	5%	-4%	0%	69%[activator]	-2	298%[activator]	-1%	32%
- COCc1c(C(=O)OCc2nc3ccsc3c(=O)[nH]2)oc2ccccc12
    -23%	34%[activator]	1%	-5%	3%	1	4%	-8%	-5%
- COc1cccc(CNC(=O)CCn2c(=O)c3cccn3c3ccc(F)cc32)c1OC
    12%	0%	-1%	-4%	-3%	-7	-6%	4%	4%
- CC(C)(C)NC(=O)COC(=O)/C=C/c1ccc(F)cc1
    -18%	4%	-7%	0%	8%	-4	9%[57.1 µM]	-2%	-35%
- O=C(NCCC1CCCCN1S(=O)(=O)c1cccs1)C(=O)Nc1ccccc1F (stereo not given)
    -12%	4%	9%	-4%	19%	-3	2%	-10%	-2%
- Cc1sc2nc(C(C)C)oc(=O)c2c1C
    -17%	13%	0%	-2%	9%	-6	1%	-5%	-13%
- Cc1c(C(=O)Nc2ccc(F)cc2)sc2nc[nH]c(=O)c12
    ?	-20%	7%	-2%	7%[57.1 µM]	-3	-2%[57.1 µM]	-4%	-13%
- Cn1c(CNS(=O)(=O)c2ccc(Cl)cc2)n[nH]c1=S
    -12%	-4%	-6%	-7%	-4%[57.1 µM]	-1	11%[57.1 µM]	1%	-35%
- COc1cc(OC)cc(C(=O)N[C@H](C(=O)OCC(=O)c2ccc(C)c([N+](=O)[O-])c2)C(C)C)c1
    -16%	4%	-11%	-3%	1%	-5	-2%	0%	-17%
- COc1ccc(Cc2nc(N)nc(N)n2)cc1
    -18%	2%	4%	-2%	13%	-2	-3%[57.1 µM]	6%	-4%
- CC(C)C[C@H](CO)Nc1nc(Nc2cccc(Cl)c2)c2ncn(C(C)C)c2n1
    -11%	0%	-27%	2%	10%	6	3%	-24%	-30%
- COc1ccc2c(c1)-c1nc(/N=C/c3cccc(OC)c3O)sc1CC2
    -6%	7%	-8%	1%	-22%	22	-13%	-5%	-54%
- COc1cc([N+](=O)[O-])ccc1NC(=O)Cc1ccc(F)cc1
    1%	-3%	?	0%	-23%	6	-20%	-8%	9%
- CCN(CC)CCCNC(=O)c1cn(C)c(=O)c2c1c1ccccc1n2C
    ?	4%	6%	-3%	19%	-2	20%	1%	?
- Cc1ccccc1CSc1n[nH]c(NS(=O)(=O)c2ccccc2)n1
    -18%	9%	-1%	-4%	-9%	1	-12%	0%	-23%
- COc1ccccc1N1CCN(c2csc3ccc(Cl)cc3c2=O)CC1
    -18%	0%	2%	-3%	0%[57.1 µM]	-10	-6%[57.1 µM]	0%	-44%
- COCCCNC(=O)c1c(N)n(-c2ccccc2)c2nc3ccccc3nc12
    ?	1%	1%	-4%	60%	13	47%[activator][57.1 µM]	-3%	-30%
- O=C(CSc1nc(-c2ccccc2)c(-c2ccccc2)o1)N1CCOCC1
    -3%	0%	-9%	-2%	0%	2	4%[57.1 µM]	-10%	-6%
- COc1ccc(NC(=O)C(NC(=O)c2ccc(C)cc2)c2ccccc2)cc1 (stereo not given)
    -23%	-2%	0%	2%	23%	-5	-3%	-2%	5%
- CCN(CC)C(=O)CC(c1ccc(F)cc1)c1ccc(OC)cc1 (stereo not given)
    -21%	2%	-11%	-2%	6%	-9	-4%	-6%	1%
- Cc1nc(C)n(C)c(=O)c1-c1ccccc1
    -19%	1%	0%	-4%	22%[57.1 µM]	0	-16%[57.1 µM]	1%	-24%
- NC1=NC[C@H](Cc2ccccc2)N1CCc1cc(C(F)(F)F)cc(C(F)(F)F)c1
    -8%	-5%	6%	-1%	-7%[57.1 µM]	2	-1%	2%	-3%
- CCc1ccc(S(=O)(=O)c2nnn3c2nc(NCCc2ccccc2)c2sccc23)cc1
    -18%	4%	1%	-2%	38%[activator]	3	27%	12%	-45%
- CN(c1ccccc1)S(=O)(=O)c1cccc(C(=O)OCC(=O)NCc2ccccc2)c1
    -19%	0%	0%	-5%	1%[11.4 µM]	-3	6%[57.1 µM]	-8%	-11%
- C/C(=N\NC(=O)c1cc(C)nc2ccccc12)c1ccncc1
    -8%	-17%	1%	-4%	8%	-1	1%	?	8%

This is a subset. The share of hits here may be higher or lower than overall.
